Screens (PubChem)
A549 tox = kills or reduces viability of A549 cells in Nrf2 counter-screen | A549 ARE-Fluc cells, CellTiter-Fluor viability, 18-24 h | Potency, µM (doses to about 46 µM), without a hit: at the highest dose activity change, negative = cytotoxicity, hits mostly inhibitors | hit rate 0.16% among 390,000; note: potency is the fitted concentration of half-maximal effect; % is set by controls: 0 for no effect and ±100 for the full control effect
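Cytotoxicity counterscreen: CellTiter-Fluor fluorescence was measured in A549 ARE_Fluc cells after 18-24 h of compound exposure in a concentration series. The subsequent BugLite luminescent read reports ARE-luciferase activity.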
TGFb SMAD3 inh = inhibitors of TGF-b signaling | HepG2 CAGA-GFP TGF-b/SMAD3 reporter, GFP fluorescence, 18 h; TGF-beta stimulated, 500 pg/mL final | Potency, µM (titrated, usually from 46.1 µM), for the others: at the highest dose activity, negative = inhibition, most hits filed as inhibitors | hit rate 1.2% among 410,000; note: potency is the fitted concentration of half-maximal effect; % is set by controls: 0 for no effect and ±100 for the full control effect; nearly all actives have a fitted effect of over 65% in size
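First, reporter cells (HEPG2 CAGA-GFP) rested 2 h at 37 degrees C. Next, compounds were pinned in and TGF-beta added to 500 pg/mL final. After 18 h, GFP was imaged per cell and summed per well.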
MmCpn inh = blocks the Methanococcus maripaludis chaperonin Mm-Cpn. purified Mm-Cpn ATPase, ADP Transcreener TR-FRET. Potency, µM (titrated, usually from 76.9 µM), for inactives: top-dose activity, negative = inhibition, usual class: inhibitors. hit rate 0.031% among 330,000. AID 504842; note: potency is the fitted concentration of half-maximal effect; % is set by controls: 0 for no effect and ±100 for the full control effect; nearly all actives have a fitted effect of over 80% in size
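Quantitative HTS used 25 nM Mm-CPN and 10 uM ATP in magnesium/KCl Tris buffer, pH 7.4, with 1 mM DTT. Hydrolysis ran 30 min at 37°C; ADP was read by HTRF.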
CCT modulator = cytosolic chaperonin activity modulation; AID 651819; hit rate 0.3% among 360,000; activity change, % (no concentration beside the values), hits read low; purified chaperonin ATPase assay, HTRF ADP detection, 30 min; in the data active = activity change below about -30%; note: % is set by controls: 0 for no effect and ±100 for the full control effect
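Enzyme 40 or 20 nM (batch-dependent) in Tris pH 7.4/KCl/MgCl2/DTT; cpd 76 uM single point; ATP 10 uM; 30 min 37 °C; Transcreener ADP HTRF detection, 30 min RT; ratio 665/615.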
pAkt inh = Akt phosphorylation inhibition; Neuro2A IGF-stimulated pAkt S473 HTRF, 20 min; active compounds read low; activity change, % for hits at 50 µM; hit rate 0.32% among 360,000; AID 651550; in the data active = activity change below about -80%; inconclusive = mostly about -51% to -80%; note: % is set by controls: 0 for no effect and ±100 for the full control effect
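Single-point screen (50 µM final compound) in Neuro2A cells stimulated 20 min with 6 nM IGF at 37 deg C. After lysis, Ser473-phosphorylated Akt read by HTRF (ex 330 nm, em 615/665 nm) as the 665/615 ratio.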
Nrf2 inh = Nrf2 pathway inhibition; Potency, µM (top dose mostly 46 µM), without a hit: top-dose activity change, negative = inhibition, actives largely listed as inhibitors; hit rate 2.1% among 360,000; A549 ARE-Fluc reporter, luciferase luminescence, 18-24 h; note: potency is the fitted concentration of half-maximal effect; % is set by controls: 0 for no effect and ±100 for the full control effect; nearly all actives have a fitted effect of over 60% in size
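A549 ARE_Fluc cells (5000/well, 5% FBS OPTI-MEM) pre-incubated 2 h, then treated with compounds 18-24 h at 37C/5% CO2 in concentration-response. CellTiter-Fluor viability read first; BugLite luciferase luminescence after 15 min at room temperature gives Nrf2 activity.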
EPAC2 ag = EPAC2 (human) agonism. Q8WZA2. EPAC2 activation, biochemical qHTS; response scale: 100% = 6.5 mM cAMP response. Potency, µM (highest dose often 154 µM), inactives show at the highest dose activation, hits mostly activators. hit rate 0.079% among 360,000. AID 720711; note: potency is the fitted concentration of half-maximal effect; nearly all actives have a fitted effect of over 50% in size
Target sequence (Q8WZA2 whole entry, looked up): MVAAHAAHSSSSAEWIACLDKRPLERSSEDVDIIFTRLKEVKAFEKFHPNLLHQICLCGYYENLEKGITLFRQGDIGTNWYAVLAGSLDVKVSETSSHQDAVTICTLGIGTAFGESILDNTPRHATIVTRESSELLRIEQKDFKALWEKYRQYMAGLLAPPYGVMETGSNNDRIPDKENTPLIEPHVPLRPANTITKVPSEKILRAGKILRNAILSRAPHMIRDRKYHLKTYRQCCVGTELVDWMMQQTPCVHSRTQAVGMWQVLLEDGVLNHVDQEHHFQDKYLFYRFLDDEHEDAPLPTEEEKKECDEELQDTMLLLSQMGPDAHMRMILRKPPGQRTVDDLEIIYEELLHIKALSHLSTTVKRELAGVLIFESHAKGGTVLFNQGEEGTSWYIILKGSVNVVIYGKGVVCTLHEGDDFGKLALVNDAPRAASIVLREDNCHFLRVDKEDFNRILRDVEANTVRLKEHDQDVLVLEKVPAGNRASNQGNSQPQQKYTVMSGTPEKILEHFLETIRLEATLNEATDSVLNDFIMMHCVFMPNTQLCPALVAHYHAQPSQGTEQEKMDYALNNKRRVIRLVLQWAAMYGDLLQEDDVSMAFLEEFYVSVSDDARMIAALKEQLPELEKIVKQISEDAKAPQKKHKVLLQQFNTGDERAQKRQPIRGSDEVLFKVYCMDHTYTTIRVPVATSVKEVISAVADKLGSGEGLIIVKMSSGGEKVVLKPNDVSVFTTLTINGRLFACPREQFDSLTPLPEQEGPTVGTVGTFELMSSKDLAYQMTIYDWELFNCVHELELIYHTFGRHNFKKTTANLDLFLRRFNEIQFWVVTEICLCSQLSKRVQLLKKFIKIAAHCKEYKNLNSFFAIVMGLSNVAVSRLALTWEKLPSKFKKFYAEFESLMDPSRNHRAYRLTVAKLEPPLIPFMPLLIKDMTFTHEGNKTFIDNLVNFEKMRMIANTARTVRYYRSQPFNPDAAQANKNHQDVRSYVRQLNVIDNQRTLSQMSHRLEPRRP
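Guanine nucleotide exchange by EPAC2 is measured as reduced fluorescence of BODIPY-GDP once it is released from 250 nM Rap1B. Plates are read kinetically for 30 min at room temperature; results are scaled to 6.5 mM cAMP.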
Nrf2 activator = Nrf2 pathway activation. AREc32 ARE-luciferase reporter (MCF7-derived line), luminescence, 24 h. Potency, µM (titrated, usually from 46.1 µM), without a hit: top-dose activation, most hits filed as activators. hit rate 0.31% among 410,000. AID 624171; note: potency is the fitted concentration of half-maximal effect; % of control where 0% means no effect; nearly all actives have a fitted effect of over 65% in size
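Luminescent ARE reporter assay in AREc32_Fluc cells: overnight plating at 37 deg C, 24 hr compound incubation, Steady-Glo added, 30 min RT before reading.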
EPAC2 antag = blocks human EPAC2 exchange factor; Q8WZA2; Potency, µM (highest dose often 114 µM), without a hit: at the top dose activity, negative = inhibition, usual class: inhibitors; EPAC2 GEF exchange of Rap1B-BODIPY-GDP, fluorescence; AID 720708; hit rate 0.18% among 360,000; note: potency is the fitted concentration of half-maximal effect; % is set by controls: 0 for no effect and ±100 for the full control effect; nearly all actives have a fitted effect of over 45% in size; many of its hits are not listed in these tables
Active calls of the source: *; i = inactive; ? = inconclusive; · = no result given; [ ] = another dose, or the depositor's remark. Unless noted, calls come from the whole dose curve; as a rule, active = well fitted curve in the direction sought with a large enough effect; inconclusive = small, poorly fitted or top-dose-only effect, or another doubt; inactive = no such curve, though single readings can be large; an effect the other way counts as inactive or inconclusive.

| Structure | A549 tox | TGFb SMAD3 inh | MmCpn inh | CCT modulator | pAkt inh | Nrf2 inh | EPAC2 ag | Nrf2 activator | EPAC2 antag |
| --- | --- | --- | --- | --- | --- | --- | --- | --- | --- |
| O=C(COc1ccc(S(=O)(=O)Nc2ccccc2)cc1)N1CCOCC1 | -5% | 12% | 0% | 0.7 | i | · | 3% | -0.6% | 1% |
| Cc1ccc(Cn2c(C(=O)O)c(CNC3CCCCCC3)c3ccc(C)cc32)cc1 | -2% | ? | · | · | · | 12% | · | 0.1% | · |
| O=C(c1ccc(S(=O)(=O)N2CCCCC2)cc1)N(c1ccccn1)C1CCCCC1 | -2% | -27% | 5% | -4.5 | i | -20% | 3% | 0.2% | 2% |
| COc1ccc([C@H](C)NC[C@H](O)c2ccc(O)c(NC=O)c2)cc1 | -15% | 1% | 1% | -1.2 | i | -16% | 6% | -0.4% | -2% |
| CCOc1ccc(CN(C)C(=O)CNC(=O)c2cc(OC)c(OC)c(OC)c2)cc1 | 0% | -7% | -1% | -2.7 | i | 0% | 2% | 0.1% | -6% |
| Cn1c(=O)c2c(nc(SCC(=O)N3CCCCCC3)n2C)n(C)c1=O | 12% | -11% | -7% | 0.9 | i | ? | 0% | -0.1% | 8% |
| CSc1nc(-c2ccco2)nn1C(=O)CCc1ccccc1 | 2% | -4% | 0% | -1.4 | i | 5% | -1% | -1.0% | 5% |
| COc1ccccc1N(C)S(=O)(=O)c1ccc(C)c(C(=O)NCc2ccccn2)c1 | 5% | -1% | -3% | -1.7 | i | 6% | 5% | -0.2% | 0% |
| CCOC(CNC(=O)C(=O)NCC(c1ccco1)N1CCN(c2ccc(OC)cc2)CC1)OCC (centres undefined) | 0% | 5% | -11% | -0.4 | i | 10% | -2% | -0.2% | -2% |
| CC(Oc1ccc(Cl)cc1Cl)C(=O)Nc1ccc(N2CCN(C)CC2)cc1 (centres undefined) | -12% | 11% | -13% | 0.8 | i | 5% | 2% | 5.2% | -2% |
| CC(C)(C(=O)N1CCC1(C)C(=O)NS(=O)(=O)c1ccc(Cl)s1)c1ccccc1 (centres undefined) | · | -20% | · | 1.2 | i | · | -1% | -0.8% | ? |
| COc1ccc(S(=O)(=O)/C(C#N)=C/Nc2cccc(OC)c2)cc1 | 0% | 0% | -2% | -0.7 | i | -17% | -3% | -0.7% | -9% |
| CN1CCN(c2ccc(CNC(=O)C3(C)Cc4c(-c5ccc(C(N)=O)cc5)ccnc4O3)cc2)CC1 (centres undefined) | · | -4% | · | 1.9 | i | · | 2% | 4.3% | -7% |
| O=C(c1cccs1)N1CCN(C(=O)C2CCCO2)CC1 (centres undefined) | -5% | -3% | 1% | -3.0 | i | -9% | 2% | -0.7% | -2% |
| CCCCC1OC23CCCCC2C(C#N)(C(=N)O3)C1(C#N)C#N (centres undefined) | 3% | 0% | -2% | -1.3 | i | -19% | -3% | 12% | -4% |
| COc1ccccc1C(=O)NNC(=O)Cc1ccccc1 | 0% | 21% | -2% | -1.0 | i | 17% | 12% | 2.0% | -1% |
| O=C(NCCOc1ccccc1)c1ccccc1 | 11% | 0% | -1% | -1.0 | i | · | 11% | -0.8% | -1% |
| CO/N=C(/CS(=O)Cc1ccccc1Cl)c1ccc(Cl)cc1Cl (centres undefined) | -8% | -13% | 2% | -0.4 | i | -29% | 16% | -0.3% | 7% |
| Cc1ccc2nc(-c3cccc(Cl)c3)c(Cc3cccc(F)c3)n2c1 | · | · | · | 0.1 | i | · | 12% | 9.1% | -17% |
| CCC(=O)c1ccc(CCCCCC(=O)O)s1 | -16% | -2% | -5% | -1.2 | i | 4% | 0% | 0.2% | -3% |

| Structure | A549 tox | TGFb SMAD3 inh | MmCpn inh | CCT modulator | pAkt inh | Nrf2 inh | EPAC2 ag | Nrf2 activator | EPAC2 antag |
| --- | --- | --- | --- | --- | --- | --- | --- | --- | --- |
| O=C(COC(=O)CCCN=C1NS(=O)(=O)c2ccccc21)NC(=O)NC1CCCC1 | -6% | -3% | 2% | 2.2 | i | ? | 4% | 0.1% | 12% |
| COc1ccc(C(OC(=O)c2ccco2)C(=O)NC(C)(C)C)cc1 (centres undefined) | 1% | -1% | 1% | 1.7 | i | -5% | 10% | 0.1% | 12% |
| Cc1ccc(S(=O)(=O)N/N=C/c2cc([N+](=O)[O-])ccc2O)cc1[N+](=O)[O-] | -4% | -31% | 0% | -0.2 | i | ? | -1% | 6.7% | -23% |
| O=C(NC(=S)Nc1ccc(N2CCOCC2)cc1)c1ccccc1 | -1% | -9% | 2% | 0.6 | i | ? | 24% | 7.0% | 4% |
| O=C(c1ccc(N2CCOCC2)cc1[N+](=O)[O-])N1CCOCC1 | -2% | -6% | -2% | -2.5 | i | 1% | 5% | 0.4% | 18% |
| CC(=O)Nc1ccc(S(=O)(=O)N[C@@H](C)C(=O)OCc2ccc(Cl)cc2)cc1 | -1% | -27% | -1% | 1.3 | i | 7% | 2% | 2.0% | 9% |
| O=C(c1cccc(Br)c1)c1cn(-c2ccccc2)nc1C(=O)c1ccccc1 | 11% | -1% | -2% | -20 | i | -23% | 7% | 0.5% | -9% |
| CCc1nc(NCc2cccs2)c2nnn(Cc3ccccc3)c2n1 | · | -5% | · | 0.0 | i | · | -4% | -0.3% | 2% |
| CCN(CC)CCNC(=O)c1cc(-c2ccco2)nc2ccccc12 | 0% | 1% | -1% | 0.9 | i | ? | 7% | ? | 7% |
| COc1ccc(S(=O)(=O)CC2(O)CCN(C(=O)C(C)(C)C)CC2)cc1 | 1% | 20% | 1% | -1.3 | i | 3% | 1% | -0.7% | 3% |
| Cc1ccc(N(CC(=O)N2CCn3c2nc2ccccc23)S(=O)(=O)c2c(C)n[nH]c2C)cc1 | -1% | -12% | 1% | 2.0 | i | 10% | 8% | 7.8% | -9% |
| O=C(Cn1cnc2c(nnn2Cc2ccccc2F)c1=O)OCc1ccccc1 | ? | -26% | 1% | -0.7 | i | ? | 0% | 1.5% | 9% |
| COc1ccc(S(=O)(=O)CCC(=O)NC2CCCCC2)cc1 | 0% | 4% | -1% | -0.1 | i | 28% | -9% | 2.2% | 2% |
| O=Cc1cn[nH]c1-c1cccc([N+](=O)[O-])c1 | 1% | -1% | -3% | 1.8 | i | -1% | -3% | 0.4% | 18% |
| CCC1CCCCN1C(=S)NCc1ccccc1 (centres undefined) | 1% | 0% | 1% | -0.4 | i | 11% | -6% | 0.4% | 5% |
| CC1(C)CC(NC(=O)CSc2ccccc2)CC(C)(C)N1 | -2% | 14% | 2% | -1.2 | i | -10% | 5% | 2.3% | 1% |
| Cc1nn(C)c2c1c(C(F)(F)F)cc(=O)n2CC(=O)N1CCC(C)CC1 | 0% | 12% | · | · | · | 21% | · | -0.4% | · |
| O=C(CN1CCN(Cc2ccccc2)CC1)Nc1ccc(S(=O)(=O)N2CCOCC2)cc1 | 13% | -28% | -3% | -2.4 | i | -2% | -6% | -0.9%[9.22 µM] | 10% |
| CN(C)S(=O)(=O)c1ccc(NC(=O)CNc2cc(S(=O)(=O)N3CCCC3)ccc2OCC(F)(F)F)cc1 | -1% | ? | -3% | -1.3 | i | -15% | 3% | 0.2% | 1% |
| CC(C)NC(=O)c1ccc2sc([C@@H]3O[C@H](CO)[C@H](O)[C@H](O)[C@H]3O)nc2c1 | · | 0% | · | -1.7 | i | · | 2% | 0.3% | 1% |

| Structure | A549 tox | TGFb SMAD3 inh | MmCpn inh | CCT modulator | pAkt inh | Nrf2 inh | EPAC2 ag | Nrf2 activator | EPAC2 antag |
| --- | --- | --- | --- | --- | --- | --- | --- | --- | --- |
| CCOc1ccc(CCNC(=O)CCc2nc(-c3ccc(C)cc3)no2)cc1OCC | -3% | -3% | -2% | 1.3 | i | · | 0% | 0.2% | -5% |
| Brc1ccc(C2=CC(c3ccco3)n3ncnc3N2)cc1 (centres undefined) | ? | 65%[activator] | -4% | -5.4 | i | ? | ? | ? | 90%[activator] |
| O=C(Nc1nc2c(s1)CCCC2=O)c1cnccn1 | -17% | ? | -1% | 1.0 | i | · | -1% | 0.0% | 12% |
| COC(=O)[C@]12CCCCC=C1N(Cc1ccco1)C(=O)[C@H](CC(=O)N1CCN(C(=O)C3CC3)CC1)C2 | · | · | · | 0.6 | i | · | 1% | -1.3% | 3% |
| O=C(O)COc1ccc2oc3c(c2c1)CCCC3 | -2% | -6% | 0% | -3.3 | i | ? | 13% | -1.4% | -2% |
| CN(CCn1ccnc1)Cc1cn(-c2ccccc2)nc1-c1ccc2c(c1)OCO2 | 1% | -2% | 0% | 1.2 | i | -4% | 7% | 0.1% | 18% |
| COc1ccc(-c2cc(C(F)(F)F)n3nc(C(=O)N4CCOCC4)c(Cl)c3n2)cc1 | 0% | -3% | -1% | -1.0 | i | · | 9% | 0.7% | -7% |
| Cc1cc([N+](=O)[O-])nn1CC(=O)N1CCCc2ccccc21 | 2% | -14% | 1% | -2.1 | i | -12% | 6% | 0.0% | -2% |
| CC1(C)C2CCC1(C)C(OC(=O)c1ccc(O)cc1)C2 (centres undefined) | 9% | ? | · | -0.4 | i | 3% | -4% | -1.8% | -30% |
| O=c1[nH]c2cccnc2n1Cc1ccccc1 | -10% | -19% | 0% | -1.2 | i | -11% | 3% | 0.2% | 1% |
| Cc1cc(OCc2cn3cccnc3n2)ccc1Cl | 16% | 7% | 1% | -2.8 | i | 19% | -1% | 1.6% | -4% |
| CC1(C)Oc2ccc3ccc(=O)oc3c2/C(=N/O)C1=O | -1% | 8% | -1% | -1.2 | i | -7% | -1% | -0.8% | 11% |
| CCc1c(N)nc(N)nc1Nc1ccccc1Cl | -3% | 4% | · | -0.8 | i | ? | -2% | 0.3% | -1% |
| CNC(=O)c1c(NC(=O)C2=COCCO2)sc(C)c1C | -5% | -17% | 1% | 2.9 | i | 0% | 8% | -0.1% | 12% |

Not all compounds are listed; rates above refer to the full screens.
